Compound activity deposited in PubChem by National Center for Advancing Translational Sciences (NCATS).
RXFP1 antagonist: antagonists of human relaxin receptor RXFP1; AID 1259400; 350,000 tested, 0.59% active; activity change, negative = inhibition, % at 57.5 µM; HEK293-RXFP1, relaxin-stimulated cAMP HTRF, 30 min; active compounds read low;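 active = activity change of -60% or lower, but not beyond a set lower limit; inconclusive = change between -60% and -40%, or beyond the set limit; inactive = change above -40%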; also: % is scaled to controls: 0 for no effect and ±100 for the full control effect
POLB inh: DNA polymerase beta (human) inhibition | P06746 | Pol beta primer extension/strand displacement, fluorescence kinetic | Potency, µM (series often up to 114 µM), inactives show at the highest dose activity change, negative = inhibition, usual class: inhibitors | 340,000 tested, 1.3% active | AID 485314; also: potency is read from the fitted curve at half-maximal effect; % is scaled to controls: 0 for no effect and ±100 for the full control effect
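Preincubation: enzyme (10 nM) with compound, 15 min, RT. Reaction: substrate added to 50 nM final. Reads: 0 and 10 min. Analysis: normalized, Hill fit.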
Pol eta inh: blocks human DNA polymerase eta activity; Q9Y253; recombinant Pol eta, fluorescent DNA replication assay; Potency, µM (series often up to 114 µM), without a hit: at the highest dose activity change, negative = inhibition, hits mostly inhibitors; 390,000 tested, 1.2% active; AID 588591; also: potency is read from the fitted curve at half-maximal effect; % is scaled to controls: 0 for no effect and ±100 for the full control effect
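Pol eta (10 nM) was preincubated with compounds for 15 min at room temperature, after which fluorescent replication substrate (50 nM final) was added to start the reaction. Fluorescence was read kinetically at 0 and 10 min.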
BLM inh: inhibitors of human Bloom syndrome helicase BLM; P54132; Potency, µM (titrated, usually from 56.1 µM), inactives show top-dose activity change, negative = inhibition, usual class: inhibitors; 350,000 tested, 0.2% active; recombinant BLM DNA unwinding, fluorescence dequenching;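 also: potency is read from the fitted curve at half-maximal effect; plate controls were vehicle for no effect and no enzyme for full effect; nearly all actives have a fitted effect of over 35% in size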
POLI inh: blocks human DNA polymerase iota activity | Pol iota fluorescent replication assay, 10 min | Potency, µM (titrated, usually from 115 µM), without a hit: top-dose activity, negative = inhibition, actives largely listed as inhibitors | Q9UNA4 | 390,000 tested, 1% active; also: potency is read from the fitted curve at half-maximal effect
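Pol iota at 10 nM preincubated 15 min with compounds at room temperature; reaction started with fluorescent substrate, 50 nM final. Fluorescence read kinetically at 0 and 10 min; buffer-only wells as negative control.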
APE1 inh: inhibitors of human APE1 endonuclease; P27695; recombinant APE1, TAMRA/BHQ-2 abasic DNA cleavage fluorescence; Potency, µM (series often up to 65.8 µM), for the others: at the top dose activity change, negative = inhibition, actives largely listed as inhibitors; 350,000 tested, 0.35% active; AID 2517;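 also: potency is read from the fitted curve at half-maximal effect; plate controls were vehicle for no effect and reference inhibitor for full effect; nearly all actives have a fitted effect of over 55% in size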
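Measures dequenching upon AP-site incision of a 5'-TAMRA/3'-BHQ-2 THF-containing duplex, 50 nM; human APE1 0.75 nM after 15 min room-temperature exposure to compound; kinetic three-point read at one-minute spacing.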
Anesthetic bind: candidate novel general anesthetic via apoferritin binding; P02791; apoferritin/1-aminoanthracene competitive binding, fluorescence; Potency, µM (doses to about 77.5 µM), inactives show top-dose activity change, negative = displacement, actives largely listed as inhibitors; 350,000 tested, 0.074% active; AID 485281; also: potency is read from the fitted curve at half-maximal effect; % is scaled to controls: 0 for no effect and ±100 for the full control effect; nearly all actives have a fitted effect of over 20% in size
Target sequence (P02791 2-175 limits assumed): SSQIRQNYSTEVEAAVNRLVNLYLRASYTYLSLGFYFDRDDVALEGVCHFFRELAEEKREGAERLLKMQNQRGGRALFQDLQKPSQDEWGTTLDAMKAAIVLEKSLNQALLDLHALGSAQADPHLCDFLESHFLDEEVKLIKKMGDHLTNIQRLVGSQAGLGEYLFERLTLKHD
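Apoferritin-based anesthetic binding model; compound displacement of fluorescent 1-AMA measured as endpoint fluorescence after 10 minutes at room temperature, scaled to free-ligand and complex controls.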
POLK inh: blocks human DNA polymerase kappa activity; Q9UBT6; Potency, µM (series often up to 107 µM), without a hit: top-dose activity, negative = inhibition, most hits filed as inhibitors; AID 588579; 400,000 tested, 0.53% active; purified Pol kappa, fluorescent DNA synthesis assay, 10 min; also: potency is read from the fitted curve at half-maximal effect; % is scaled to controls: 0 for no effect and ±100 for the full control effect
Target sequence (Q9UBT6 whole entry, looked up): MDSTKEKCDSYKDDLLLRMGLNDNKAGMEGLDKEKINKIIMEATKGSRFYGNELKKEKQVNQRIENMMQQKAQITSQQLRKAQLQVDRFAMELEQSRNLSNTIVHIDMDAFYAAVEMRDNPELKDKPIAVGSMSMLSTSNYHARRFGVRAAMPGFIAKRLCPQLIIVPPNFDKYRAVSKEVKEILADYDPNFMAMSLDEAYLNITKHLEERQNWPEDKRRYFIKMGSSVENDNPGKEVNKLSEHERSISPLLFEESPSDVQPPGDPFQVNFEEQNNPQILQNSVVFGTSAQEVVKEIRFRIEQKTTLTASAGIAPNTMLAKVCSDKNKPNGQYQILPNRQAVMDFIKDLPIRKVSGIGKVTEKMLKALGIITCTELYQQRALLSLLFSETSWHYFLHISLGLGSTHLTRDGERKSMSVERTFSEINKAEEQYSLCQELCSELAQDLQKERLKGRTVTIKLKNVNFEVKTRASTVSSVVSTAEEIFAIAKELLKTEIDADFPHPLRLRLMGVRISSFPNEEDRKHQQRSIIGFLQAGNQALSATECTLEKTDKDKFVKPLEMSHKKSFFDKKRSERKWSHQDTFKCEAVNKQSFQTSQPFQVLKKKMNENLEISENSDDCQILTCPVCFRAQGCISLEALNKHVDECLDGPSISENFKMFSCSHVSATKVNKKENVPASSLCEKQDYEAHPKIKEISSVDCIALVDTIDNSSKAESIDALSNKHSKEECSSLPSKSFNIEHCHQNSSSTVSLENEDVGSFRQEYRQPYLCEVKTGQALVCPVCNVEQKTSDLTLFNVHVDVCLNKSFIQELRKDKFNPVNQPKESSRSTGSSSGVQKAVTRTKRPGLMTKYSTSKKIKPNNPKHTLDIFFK
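50 nM final substrate added after 15 min RT preincubation of 10 nM Pol kappa with compound; fluorescence read at 0 and 10 min.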
PGK inhibitor: T. brucei PGK inhibition; PGK/GAPDH coupled, Kinase-Glo luminescence, 60 min; Potency, µM (doses to about 57.5 µM), for the others: top-dose activity change, negative = inhibition, actives largely listed as inhibitors; 380,000 tested, 0.043% active; also: potency is read from the fitted curve at half-maximal effect; % is scaled to controls: 0 for no effect and ±100 for the full control effect; nearly all actives have a fitted effect of over 60% in size
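Recombinant glycosomal PGK reaction used 1,3-bisphosphoglycerate generated in-well by GAPDH (100nM final) in 100mM TEA pH 7.6, 5mM MgCl2, 0.01% Tween-20. After 60 minutes at room temperature, ATP was read by Kinase-Glo Plus luminescence end-point.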
Active calls of the source: *; i = inactive; u = inconclusive; x = no result given; [ ] = remark or other dose. Unless noted, calls follow the shape of the dose curve; as a rule, active = well fitted curve in the direction sought with a large enough effect; inconclusive = small, poorly fitted or top-dose-only effect, or another doubt; inactive = no such curve, though single readings can be large; an effect the other way counts as inactive or inconclusive.

SMILES	Anesthetic bind	Pol eta inh	APE1 inh	BLM inh	POLK inh	PGK inhibitor	POLB inh	RXFP1 antagonist	POLI inh
CCOC(=O)C(C)Sc1nc(=O)n2cc(C)ccc2n1 (stereo not given)	-3.9%	-10.4%	-6.9%	3.1%	-5.6%	7.1%	-7.0%	-13.1	78.6%[activator]
O=C(NCC1CCCO1)c1ccc(COc2ccc(Br)cc2)cc1 (stereo not given)	-14.5%	-17.4%	7.5%	2.5%	-12.0%	i	5.1%	-11.9	8.5%
O=C(CC1CCCCC1)NCc1ccccn1	-3.2%	-2.8%	15.0%	-0.2%	0.7%	-4.6%	5.4%	20.4	15.9%
COc1ccc(CN(C)C(=O)Cc2ccc(OC)c(S(=O)(=O)N3CCOCC3)c2)cc1	x	u	49.5%	x	3.8%	-3.0%	x	3.2	u
COC(=O)c1sc(N2C(=O)c3oc4ccccc4c(=O)c3C2c2ccc(O)cc2)nc1C (stereo not given)	-2.1%	-8.8%	x	-12.1%	-17.2%	1.8%	6.1%	-6.1	-0.4%
c1cncc(C2OCC3(CO2)COC(c2cccnc2)OC3)c1 (stereo not given)	-3.4%	-7.7%	-1.8%	-3.4%	14.9%	-4.0%	-8.8%	-0.6	20.5%
Cc1ccc2nc(-c3ccc(NC(=O)c4cccnc4)cc3)oc2c1	-9.1%	-25.2%	2.5%	-0.9%	-0.5%	i	1.2%	-9.4	29.2%
O=C1C=C(NCCOC23CC4CC(CC(C4)C2)C3)C2(CCCCC2)O1	-4.4%	-2.2%	1.3%	0.3%	-3.3%	-4.2%	32.3%	1.5	11.1%
Cc1occc1C(=O)NCc1ccccc1F	-11.8%	-1.3%	1.8%	-2.2%	-7.2%	-2.6%	14.9%	2.0	-11.5%[58.9 µM]
CCS(=O)(=O)Nc1cc(C(=O)OC)ccc1C(=O)OC	6.9%	-12.0%	-2.0%	-2.0%	-14.5%	-0.6%	-0.1%	4.8	u

One compound at a time, as listed above. Values in the order: Anesthetic bind | Pol eta inh | APE1 inh | BLM inh | POLK inh | PGK inhibitor | POLB inh | RXFP1 antagonist | POLI inh
Profile of COC(=O)c1sc(N2C(=O)c3oc4ccccc4c(=O)c3C2c2ccc(O)cc2)nc1C (stereo not given) = -2.1% | -8.8% | x | -12.1% | -17.2% | 1.8% | 6.1% | -6.1 | -0.4%
Profile of O=C(CC1CCCCC1)NCc1ccccn1 = -3.2% | -2.8% | 15.0% | -0.2% | 0.7% | -4.6% | 5.4% | 20.4 | 15.9%

Next part
SMILES	Anesthetic bind	Pol eta inh	APE1 inh	BLM inh	POLK inh	PGK inhibitor	POLB inh	RXFP1 antagonist	POLI inh
Cc1cc(C)c2cc(C#N)c(SCC(=O)NCC3CCCO3)nc2c1 (stereo not given)	-2.5%	14.9%	25.1%	-2.6%	-3.6%	i	19.4%	5.2	29.1%
NC(=O)CSc1nnc(Cc2csc(Nc3ccc(F)cc3)n2)n1Cc1ccccc1	-9.6%	-1.1%	-2.9%	0.9%	-6.0%	-7.5%	-6.7%	-0.4	4.2%
COCc1ccc(C(=O)N2CCCC(N3CCN(c4ccccc4C)CC3)C2)s1 (stereo not given)	-12.7%	-11.3%	17.4%	0.8%	-3.9%	-0.6%	95.0%	-10.4	45.9%[activator]
CCn1c(SCC(=O)Nc2ccc(C(C)=O)cc2)nc2nc3c(cc2c1=O)CCCC3	-5.5%	-10.2%	4.0%	-3.8%	2.3%	-8.3%	0.3%	15.3	-1.6%
Cc1ccccc1NC(=O)NC1(C(=O)NCc2ccco2)CCCCC1	2.2%	-4.1%	14.4%	2.5%	-3.8%	6.3%	18.3%	-5.5	27.8%
COCc1cc(C)nc(OCC(=O)N/N=C/c2ccc(OC)c(O)c2)c1C#N	-4.4%	-2.5%	-9.3%	-1.3%	-7.6%	x	-0.4%	3.5	-23.6%
Cc1cc(C)c2c(=O)c3c(oc2c1)C(=O)N(CCO)C3c1cccc(O)c1 (stereo not given)	-13.7%	-7.0%	10.7%	-0.4%	-12.7%	-6.2%	22.8%	-5.8	-4.7%
CCCS(=O)(=O)N1CCN=C1SCc1ccc(C)cc1	u	-6.3%	3.4%	-15.4%	-8.2%	15.5%	-3.6%	-3.8	13.7%
CC1(C(=O)OCC(=O)Nc2ccccc2Cl)CC1(Cl)Cl (stereo not given)	u	0.3%	14.6%	-1.0%	-16.9%	4.9%	21.8%	-0.2	10.6%
O=C(Nc1ccccc1C(=O)O)c1cc(S(=O)(=O)N2CCCCCC2)ccc1Cl	-3.9%	-3.0%	22.1%	-1.3%	-3.0%	2.9%	15.2%	u	15.2%
COCCOC(=O)c1[nH]c2c(c1C)C(=O)CC(c1cc(OC)ccc1OC)C2 (stereo not given)	-6.0%	-1.8%	-1.9%	-2.4%	5.9%	-3.8%	0.5%	-19.8	-24.5%
CN1CCN(C(=O)c2ccc(S(=O)(=O)c3ccc(Br)cc3)cc2)CC1	-7.8%	-20.3%	5.6%	-1.6%	0.2%	4.5%	0.4%	6.1	20.2%
N#Cc1ccccc1CSc1nc2ccc(NC(=O)c3ccccc3C(=O)O)cc2s1	-22.5%	u	4.4%	-8.4%	-14.8%	4.1%	u	13.0	9.7%
Cc1cc(C(=O)Nc2c(C)n(C)n(-c3ccccc3)c2=O)on1	-10.7%	-11.7%	4.7%	-3.1%	7.0%	-2.9%	-13.2%	x	8.7%
CSc1ccc(NC(=O)Nc2cccn(Cc3ccccc3)c2=O)cc1	1.0%	-24.6%	1.2%	-8.1%	-7.7%	i	u	-2.4	138.5%[activator]
CCc1cc(C(=O)OC)c(NC(=O)CC2Sc3ccc(C(F)(F)F)cc3NC2=O)s1 (stereo not given)	14.1%	-18.7%	8.3%	-0.6%	-3.7%	i	1.3%[57.1 µM]	-17.8	8.6%
COCC(=O)N(Cc1cc2ccc(C)cc2[nH]c1=O)c1ccc(C)cc1C	-7.4%	-3.9%	-1.0%	-1.0%	-7.9%	-7.5%	11.9%	5.8	145.6%[activator]
CCOc1ccccc1NC1=C(Cl)C(=O)N(c2ccc(OC)cc2)C1=O	0.7%	-11.3%	16.8%	-3.7%	-10.0%	-7.4%	20.1%	-11.7	1.6%
Cc1ccc(-c2cc(C(F)(F)F)n3nc(-c4ccc(Cl)cc4)cc3n2)cc1	-2.2%	-9.0%	x	-1.8%	-27.8%	-4.1%	-4.1%	1.8	28.7%
Cc1ccc(-c2cnc(NCc3ccc(C(C)C)cc3)n2C)cc1	u	-24.9%	x	-5.8%	11.2%	-0.2%	4.0%	-10.2	12.9%
COc1cc(C)c(NC(=O)COc2ccc3c(c2)OCO3)cc1C	1.6%	-0.3%	33.5%	-0.5%	6.0%	-9.8%	-14.0%	-9.8	52.8%[activator]
O=C(O)c1sc2cc(C(F)(F)F)cnc2c1-c1cccs1	-1.9%	-0.6%	2.8%	-6.0%	-15.1%	6.3%	-28.2%	-6.1	56.1%[activator]
CN(CC(=O)Nc1ccc(F)cc1)C(=O)COC(=O)c1cc([N+](=O)[O-])ccc1N1CCOCC1	x	-13.7%	2.3%	x	5.6%	i	x	-6.3	14.6%
COc1cccc(CN(C)C(=O)c2ccccc2Sc2ccccc2C#N)c1	-20.1%	-14.9%	-2.0%	-11.0%	-7.1%	5.2%	45.4%	-14.7	8.3%
CS(=O)(=O)N1CCN(c2ccccc2F)CC1	-6.2%	-5.7%	3.0%	-0.7%	12.9%	i	-11.0%	5.5	-6.2%
Cc1ccc(-n2nnc(-c3nc(-c4cccs4)no3)c2N)c(C)c1	0.9%	-22.8%	x	8.3%	6.7%	-6.7%	3.1%	1.4	13.4%
Cc1ccc(CNCc2ccc3c(c2)OCO3)cc1	-5.5%	-12.0%	-9.0%	2.9%	2.9%	-7.9%	-15.6%	10.5	114.4%[activator]
CCc1nc2nc(C)c(NS(=O)(=O)c3ccc(F)c(C)c3)c(=O)n2[nH]1	6.2%	-10.2%	x	-3.3%	0.0%	8.1%	2.0%	2.3	14.7%
COc1ccc(CN2CCN(C(=O)Cn3nc(C(=O)O)c4ccccc4c3=O)CC2)cc1F	0.7%	-1.1%	0.0%	1.4%	-3.9%	-14.9%	21.5%	5.6	u
COCc1cc(C)nc(SCc2ccc([N+](=O)[O-])cc2)c1C#N	u	-18.9%	6.4%	-3.2%	-18.5%	-0.7%	0.8%	4.3	21.6%
Cc1nn(-c2ccc(F)cc2)c(-n2cccc2)c1C(=O)N1CCN(C(=O)c2ccco2)CC1	-8.8%	-7.5%	81.0%[activator]	-0.5%	11.6%	-4.0%	-5.4%	-14.3	31.5%[activator]
Cc1cc(C(=O)N/N=C2\CCCc3ccccc32)c(C)o1	-7.3%	-6.6%	-0.8%	-1.1%	-10.3%[60.1 µM]	i	24.5%	-10.5	1.4%
Cc1ccc(C(=O)COC(=O)c2ccc(-c3cnc4ccccc4n3)cc2)cc1C	6.1%	7.1%	0.9%	-7.3%	-10.6%	i	15.5%	-1.3	2.0%
N#C/C(=C\c1ccccn1)c1nc2ccccc2s1	-2.4%	-19.6%	-4.3%	-7.9%	3.8%	1.6%	2.1%	u	17.9%
N#CC(C#N)=Cc1ccc(OC(=O)c2ccccn2)cc1	-5.1%	-25.4%	-0.7%	-3.1%	-3.4%	6.9%	-23.1%	-2.0	79.0%[activator]
Cn1c(CC(=O)Nc2ccc(Cl)c(Cl)c2)nnc1SCC(=O)N1CCN(c2ccccc2)CC1	-14.7%	-19.9%	-6.5%	-4.7%	-6.7%	1.5%	5.8%	-2.5	12.1%
O=C(COc1ccc(Cl)cc1)NCCc1csc(-c2ccc(C(F)(F)F)cc2)n1	u	-9.5%	x	-1.9%	-9.0%[60.1 µM]	i	-1.7%	u	20.5%

The list is partial; rates above refer to the full screens.
